# Smad3 FoxH1 inh = Smad3/FoxH1 peptide binding inhibitors, primary screen, biochemical, TR-FRET; Mothers against decapentaplegic homolog 3 (Homo sapiens), P84022; TR-FRET Smad3/Dy647-FoxH1 peptide binding, europium anti-His; inhibition, % at 25 µM; actives 0.29% (n = 88,000);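 active = compounds that reduce the energy-transfer binding signal between the protein and its labelled peptide by more than half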;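 note: 0% = Smad3 plus labelled peptide maximal FRET and 100% = peptide-only background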
# Target sequence (P84022 whole entry, looked up): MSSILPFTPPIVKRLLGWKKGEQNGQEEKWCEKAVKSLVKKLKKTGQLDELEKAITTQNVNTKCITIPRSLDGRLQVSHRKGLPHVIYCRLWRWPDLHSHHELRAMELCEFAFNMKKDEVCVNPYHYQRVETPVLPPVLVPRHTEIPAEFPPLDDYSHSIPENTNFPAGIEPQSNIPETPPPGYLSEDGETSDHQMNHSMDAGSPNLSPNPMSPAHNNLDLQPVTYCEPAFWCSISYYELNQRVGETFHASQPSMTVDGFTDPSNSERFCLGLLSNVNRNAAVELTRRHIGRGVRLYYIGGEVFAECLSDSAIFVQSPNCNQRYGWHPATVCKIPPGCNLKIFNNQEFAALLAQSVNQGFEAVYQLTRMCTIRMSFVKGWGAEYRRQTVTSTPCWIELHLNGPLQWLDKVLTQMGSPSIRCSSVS
# ERb coact inh = inhibitors of ERβ-SRC1 coactivator interaction, primary screen, biochemical, TR-FRET, ERβ LBD, SRC-1 peptide; TR-FRET ER-beta LBD / SRC1-Cy5 peptide binding; receptor agonist-loaded with 1 µM estradiol; inhibition, % at 25.6 µM; actives 1.3% (n = 86,000);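 active = compounds whose percent inhibition of the receptor-coactivator binding signal exceeds about 50% in the single-dose screen, limit read from the data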;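 note: 0% = receptor plus peptide wells without compound and 100% = peptide-only wells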
# HUVEC tox IL1B = cytotoxicity in IL-1B stimulated HUVEC, primary screen, cytotoxicity control for IL-1B NFkB translocation project, imaging, Hoechst nuclear count, IL-1B stimulus. HUVEC cell count loss. cell count reduction, % at 2 µM. actives 0.41% (n = 94,000);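 active = cell count reduction more than 3 SD above the screen-wide mean, cut at about 70% in these data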;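 note: normalized per plate to untreated control cells as the no-loss baseline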
# VCAM1 TNFa inh = inhibitors of TNFa-induced VCAM1 expression, primary screen, imaging, HUVEC, TNFa stimulus, immunofluorescence. HUVEC TNFa-induced VCAM-1 immunofluorescence, high-content imaging. inhibition, % at 2 µM. actives 0.48% (n = 95,000). AID 802, 2007;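 active = inhibition above the batch mean plus 3 SD, with images confirmed as a hit by eye, cut at about 37% in these data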;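 note: 0% = TNF-stimulated DMSO wells and 100% = unstimulated control wells; not every result past the cut was called active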
# F-actin modifier = modifiers of F-actin cytoskeleton organization, primary screen, imaging, HUVEC, phalloidin staining, high-content imaging. HUVEC TNFa F-actin phalloidin imaging. inhibition, % at 2 µM. actives 0.18% (n = 91,000). AID 836, 2007;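 active = inhibition above the batch mean plus 3 SD and confirmed as a hit by visual image inspection, cut at about 30% in these data, passing the limit was not always enough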; note: strong numbers were not always called active
# Calb biofilm kill = clotrimazole potentiators killing Candida biofilms, primary screen, with clotrimazole, Alamar Blue. C. albicans biofilm + clotrimazole. inhibition, % at 6 µM. actives 0.14% (n = 85,000);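 active = inhibition above 20%; inactive = inhibition below 20%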;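 note: preformed 24 hr biofilms exposed to compound for 48 hr; 0% = biofilm without compound and 100% = blank killed by clotrimazole plus chlorhexidine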
# sEH activator = soluble epoxide hydrolase activators, primary screen, biochemical, human sEH | activation, % at 2 µM | AID 717, 2007 | purified human sEH enzymatic activity, activator screen | actives 0.04% (n = 91,000) | Bifunctional epoxide hydrolase 2 (Homo sapiens), P34913; in the data active = activation above about 37%; note: values of inactives mirror those of a sister screen read the other way
# Target sequence (P34913 whole entry, looked up): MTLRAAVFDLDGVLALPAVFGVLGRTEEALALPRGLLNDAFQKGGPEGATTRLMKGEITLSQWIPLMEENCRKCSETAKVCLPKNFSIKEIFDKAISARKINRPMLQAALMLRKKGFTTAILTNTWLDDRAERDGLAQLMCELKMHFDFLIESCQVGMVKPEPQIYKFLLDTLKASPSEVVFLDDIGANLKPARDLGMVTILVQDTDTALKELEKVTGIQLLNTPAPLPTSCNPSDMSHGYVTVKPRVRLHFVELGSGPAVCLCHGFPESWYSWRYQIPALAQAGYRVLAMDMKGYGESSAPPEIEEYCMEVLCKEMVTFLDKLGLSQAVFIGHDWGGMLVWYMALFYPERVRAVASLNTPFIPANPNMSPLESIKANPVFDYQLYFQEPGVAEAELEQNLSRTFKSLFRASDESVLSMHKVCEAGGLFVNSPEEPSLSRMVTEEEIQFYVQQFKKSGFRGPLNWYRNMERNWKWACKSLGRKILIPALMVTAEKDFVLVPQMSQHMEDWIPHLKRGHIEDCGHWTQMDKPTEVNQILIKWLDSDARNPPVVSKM
# sEH inhibitor = soluble epoxide hydrolase inhibitors, primary screen, biochemical, human sEH; actives 0.34% (n = 91,000); AID 707, 2007; recombinant human sEH enzymatic activity assay; Bifunctional epoxide hydrolase 2 (Homo sapiens), P34913; inhibition, % at 2 µM; in the data active = inhibition above about 80%; note: values of inactives mirror those of a sister screen read the other way; many of its hits are not listed in these tables
# TNFa cytotox = cytotoxicity in TNFa-stimulated HUVEC, primary screen, cytotoxicity control for VCAM1 expression modulator project, imaging, Hoechst nuclei count; HUVEC TNFalpha-stimulated, Hoechst cell count; cell count reduction, % at 2 µM; actives 0.17% (n = 93,000);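 active = cell count reduction exceeding the screen mean by over 5 SD, scaled to untreated wells per plate, cut at about 78% in these data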;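 note: cells counted after 24 h of TNF alpha exposure following the 1 h pretreatment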
# The depositor's hits bear a star; · = not tested or not shown; [ ] = another dose, or the depositor's remark.
SMILES	Smad3 FoxH1 inh	ERb coact inh	HUVEC tox IL1B	VCAM1 TNFa inh	F-actin modifier	Calb biofilm kill	sEH activator	sEH inhibitor	TNFa cytotox
Nc1c(S(=O)(=O)c2cccc(Cl)c2)c2nc3ccccc3nc2n1/N=C/c1ccc(O)c(O)c1	-12	23[fluorescence artefact?]	3	-2	-54	10	-2	4	-16
Cn1cc(/C=N/n2cnc3scc(-c4ccccc4)c3c2=O)c2ccccc21	8	11	-5	23	-84	8	-6	5	21
COCCn1c(C)cc(C(=O)COC(=O)CCN2C(=O)c3ccccc3C2=O)c1C	-1	0	-8	8	-4	10	3	-5	-20
O=C(O)c1ccccc1NS(=O)(=O)c1cccc2cccnc12	0	4	13	6	-2	10	-4	9	-9
Cc1ccc2sc(-c3ccc(NC(=O)c4cc(-n5cnnc5)ccc4Cl)cc3)nc2c1	·	·	-35	1	10	·	-13	13	-15
CC(=O)N1CCc2cc3nc(C)cc(C)c3cc21	5	16	-21	16	24	5	1	0	-2
Cc1ccc(S(=O)(=O)NCC(=O)N2CCCC2)cc1	10	-9	4	13	3	5	-7	10	-23
CCOC(=O)N1CCN(C(=O)c2c(O)c3cccc4c3n(c2=O)CC4)CC1	8[fluorescence artefact?]	10[fluorescence artefact?]	21	4	5	0	4	-4	-7
CNC(=O)CSc1nnc(-c2ccncc2)n1Cc1ccccc1	-6	-8	23	14	2	4	·	·	-26
Cc1nc(NC(=O)c2ccccc2)sc1-c1csc(NCc2ccccc2)n1	12	-2	-1	12	-2	1	-59	59	-6
CC(=O)Nc1cc(C(=O)OC(C(=O)c2ccccc2)c2ccccc2)ccc1C (stereo unspecified)	·	·	-43	10	-4	·	3	-4	-14
O=C(NCC(c1cccnc1)N1CCOCC1)c1ccc2c(c1)OCO2 (stereo unspecified)	4	-2	-32	7	-11	1	2	1	1
Cc1ccccc1Nc1nc(N)nc(CSc2nnc(-c3ccccc3)n2C)n1	-13	-8	-7	18	-8	5	6	-6	-7
Cc1ccc(S(=O)(=O)Nc2c3ccccc3nc(=O)n2-c2ccccc2)cc1	20	-7	-6	10	-12	2	-5	4	-13
O=C(NCc1ccc(F)cc1)c1ccc(CS(=O)(=O)Cc2ccc(F)cc2)o1	-12	9	-33	-14	-15	2	6	-6	-6
CC(=O)NCCn1c(SCC(=O)OCc2ccccc2)nc2ccccc2c1=O	-5	-2[fluorescence artefact?]	-23	-1	-13	5	2	-2	-22
CC(C)C(=O)N(Cc1cc2ccccc2[nH]c1=O)C(C)C	9	-3	34	7	-2	3	10	-12	-3
COc1ccc2c(c1)CCc1c(C(=O)N3CCCC3)noc1-2	-16	14[fluorescence artefact?]	-9	0	-2	0	·	·	2
COc1ccc(S(=O)(=O)c2ccc(OC)c(OC)c2)cc1OC	0	5[fluorescence artefact?]	-7	0	4	-1	-5	4	-37
C/C=C(\C)C(=O)OC1c2c(ccc3ccc(=O)oc23)OC(C)(C)C1OC(C)=O (stereo unspecified)	-10	13	2	·	·	1	5	0	·
N#C/C(=C1/CCCCCN1)c1nc2ccccc2[nH]1	-9	10	16	7	-8	0	17	-21	-19
Cc1ccc(Nc2nc(N)nc(CSc3ncccn3)n2)cc1	·	·	2	-35	-12	·	4	-3	0
CC(=O)C1=NN(c2ccccc2)C2(S1)S/C(=C\c1ccccc1)C(=O)N2c1ccccc1 (stereo unspecified)	·	·	-11	6	4	·	2	0	-1
Cc1cc(=O)n(C)c(=O)n1CCCCCCN1CCCC1	-18	17[fluorescence artefact?]	-20	-2	2	-1	11	-11	7
CCC(c1nnnn1Cc1ccco1)N(Cc1ccccc1OC)Cc1cc2cc(C)ccc2[nH]c1=O (stereo unspecified)	1	12[fluorescence artefact?]	13	-7	20	8	6	-10	-10
C=CCN(CC=C)C(=O)C1CC(=O)N(c2ccc(Br)cc2)C1 (stereo unspecified)	-3	-5	-21	13	-2	·	-2	1	-10
COc1ccc(S(=O)(=O)Nc2ccc(S(=O)(=O)N3CCCCC3)cc2)cc1C	1	6	2	-6	2	-3	-3	4	-6
O=C(Oc1ccccc1C(=S)N1CCCCC1)c1cc([N+](=O)[O-])cc([N+](=O)[O-])c1	4	-10[fluorescence artefact?]	-43	6	-18	1	-10	12	-25
Cc1occc(=O)c1OC(=O)Nc1ccccc1	-2	3[fluorescence artefact?]	2	-9	0	8	·	·	-4
CN(C)CCCNC(=O)CC(c1ccccc1)c1ccccc1O (stereo unspecified)	-2	-2	-14	14	15	1	4	-9	-22
CCCN(CCO)Cc1ccc(F)c(Br)c1	·	·	-8	14	·	·	-7	8	31
CCC(CC)C(=O)Nc1cccc(C(=O)N2CCOCC2)c1	8	-6	-3	15	-13	5	9	-6	17
CSc1nc(C)cc(OCC#N)n1	3	-7	-5	-13	-7	7	21	-22	-20
CCC(=O)Nc1cc(NC(=O)CSc2nnc(C(C)C)n2CC)ccc1C	-18	1	11	4	-17	-2	15	-16	33
COc1cc(/C=C2\N=C3CCCCCN3C2=O)ccc1O	·	·	5	10	29	·	-11	14	-14
Cc1cc(C)c(COCc2cc(/C=N/O)c(C)cc2C)cc1/C=N/O	-5	-1	-7	0	17	-4	-2	2	-39
CCOc1ccc(C2C(C#N)=C(N)Oc3nc[nH]c(=O)c32)cc1OC (stereo unspecified)	-15	2	-26	10	-34	6	1	-2	-14
O=C(NCc1ccco1)[C@@H]1CCCN1C(=O)c1cccs1	·	·	13	25	17	·	15	-12	9
O=C(Nc1ccc(Br)cc1Cl)Nn1cnnc1	-2	-7	12	15	-8	9	2	1	-2
COc1cc(NC(=O)c2ccc3c(c2)OCO3)ccc1NC(=O)C(C)C	-8	0	4	-14	-3	5	12	-13	0
CN(C(=O)C1CCCO1)c1nnc(-c2ccccn2)s1 (stereo unspecified)	-10[fluorescence artefact?]	-3	8	13	-9	·	1	-3	-4
N#CCSc1nnc(COc2ccccc2)n1-c1ccccc1	3	8[fluorescence artefact?]	6	8	5	9	10	-11	-18
COc1cccc(N2CCN(C(=O)c3ccc4nc(N5CCCCC5)sc4c3)CC2)c1	-1	-7	-8	12	10	6	-2	3	-40
COc1ccc(C(=O)O/N=C/c2c(C(F)(F)F)nn(C)c2SCc2ccccc2Cl)cc1	·	·	5	-13	2	·	-5	5	-21
COc1ccc(Cl)cc1S(=O)(=O)N1CCN(Cc2ccc3c(c2)OCO3)CC1	7	-4	-78	-1	-20	7	6	-7	-1
CCOC(=O)c1cnn(CCOC(=O)c2cccs2)c1NC(=O)c1cccs1	-5	3[fluorescence artefact?]	-10	12	3	3	·	·	-26
O=C(Nc1ccccc1)c1ccc2c(c1)OCCO2	1	-10	2	-10	-8	-1	2	0	3
CC(C)CCNC(=O)Cn1c(NCCC(C)C)nc2c1c(=O)n(C)c(=O)n2C	17	-5	8	7	-10	15	7	-7	-2
CN(c1ccccc1)c1nc(-n2ccnc2)nc(-n2ccnc2)n1	5	-8[fluorescence artefact?]	-22	0	-3	5	-10	8	-26
CC(=O)Nc1c(-c2ccccc2)nc2ncccn12	-7	5[fluorescence artefact?]	-6	-8	5	7	15	-11	-17

# (further entries)
SMILES	Smad3 FoxH1 inh	ERb coact inh	HUVEC tox IL1B	VCAM1 TNFa inh	F-actin modifier	Calb biofilm kill	sEH activator	sEH inhibitor	TNFa cytotox
CCN(CCCn1c(SCC#N)nc2ccccc2c1=O)c1ccccc1	31	10[fluorescence artefact?]	44	-2	-12	5	9	-9	-7
Nc1ncnc2nc(SCCN3CCCCC3)[nH]c12	-6	-2	-7	·	·	9	6	-7	·
CC(SC1=NCCS1)C(=O)Nc1nnc(-c2ccc(Br)cc2)s1 (stereo unspecified)	-6	1	0	-12	0	4	·	·	-13
Cn1c(C(=O)N2CCN(C(=O)c3ccco3)CC2)cc2c(=O)n(C)c3ccccc3c21	-6	-8	13	-3	-23	3	·	·	38
C/C(=N/NC(=O)Cc1cccn1C)c1ccccc1	3	-8	-8	-3	5	12	-11	10	-5
CCOc1cc(C(=S)N2CCCCC2)ccc1OCC(=O)NCc1ccccc1	-13	-14	34	0	-3	-6	-1	2	16
CCOC(=O)C1CCCN(C(=O)CC(c2ccccc2)c2ccccc2)C1 (stereo unspecified)	5	-11	3	13	-39	9	13	-10	-23
COc1ccc(-c2nc(C#N)c(NCCCN3CCOCC3)o2)cc1	·	·	8	3	8	·	-1	1	-20
CC(=O)C1C(c2ccccc2)c2c(n[nH]c2C)CC1(C)O (stereo unspecified)	2[fluorescence artefact?]	-8[fluorescence artefact?]	-34	4	12	3	-9	12	·
CC(=O)N1C(=O)N(C(C)=O)C2C1N(C(C)=O)C(=O)N2C(C)=O (stereo unspecified)	-6	1	·	·	·	3	7	-7	·
CC(C)COc1ccc(C(=O)N/C(=C\c2cccc([N+](=O)[O-])c2)C(=O)OC(C)C)cc1	·	·	-4	14	-7	·	0	-1	-27
Fc1ccccc1CCNc1nnnn1-c1ccccc1	4	-14[fluorescence artefact?]	12	-5	-18	4	4	-2	-8
Cc1ccc(-c2nnn(CC(=O)N3c4ccccc4CCc4ccccc43)n2)cc1	12[fluorescence artefact?]	0	15	11	15	4	8	-10	-20
Cc1noc(C(=O)Nc2ccccc2C(F)(F)F)c1Cl	5	-9	-7	11	33	6	-5	5	14
Cc1cc(CN2C(=O)c3ccccc3C2=O)cc(N2CCOCC2)c1	5	1	20	-9	6	0	8	-9	-35
CCC(=O)Nc1nnc(SCC(=O)N2c3ccccc3CC2C)s1 (stereo unspecified)	13	-5	12	18	-14	0	-14	15	-4
CC(C)CSc1nnc2c(n1)[nH]c1ccccc12	16	39[fluorescence artefact?]	-10	6	·	5	-8	5	4
Cc1ccc(-c2nc3ccccc3[nH]2)cc1N	11	0	0	4	11	9	12	-10	-6
O=S(=O)(Nc1ccc(Cc2ccncc2)cc1)c1ccc(Br)s1	·	·	-44	-10	-4	·	-2	2	-32
CC(C)(CNC(=O)c1ccc([N+](=O)[O-])c(Cl)c1)CNC(=O)c1ccc([N+](=O)[O-])c(Cl)c1	·	·	-4	3	17	·	-15	14	-12
O=C(Nc1ccc2c(c1)oc1ccccc12)C1CC1	4	-7	-2	-11	7	9	2	-2	2
O=C1c2ccccc2C(=O)N1CCCSc1nc2ccccc2o1	-4	3	-19	-46	-18	8	·	·	-25
CC(c1ccco1)N(C(=O)COc1ccc(Cl)cc1)c1ccccn1 (stereo unspecified)	-1	-3	-31	0	-15	-4	-7	9	-3
COc1ccc(C2SCCN2S(=O)(=O)c2ccc(NC(C)=O)cc2)cc1 (stereo unspecified)	19[fluorescence artefact?]	-3	-10	12	12	6	-12	12	-19
CC(C)CCC1CC(CSC(=N)N)OC1=O (stereo unspecified)	-2	-17	-43	17	4	3	-16	14	-5

# Compound activity deposited in PubChem BioAssay by several laboratories.

# These rows are one share of the data. The share of hits here may be higher or lower than overall.
